# Bioassay records: PubChem, several laboratories
# p97 ATPase inh: inhibitors of human p97 ATPase; P55072; recombinant p97 ATPase, Kinase-Glo ATP luminescence, 3 h; inhibition, % at 8 µM; actives 0.42% (n = 220,000); AID 1481; in the data active = inhibition above about 15%;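 also: 0% = DMSO vehicle and 100% = wells lacking enzyme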
# Runt-SMMHC FRET: inhibitors of human RUNX1 Runt domain binding to CBFb-SMMHC; Q01196+Q13951; Cerulean-Runt/Venus-CBFb-SMMHC FRET ratio 530/480, 1 h; inhibition, % at 20 µM; actives 0.74% (n = 220,000);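 active = mean inhibition across duplicate retests at 20 µM reaching about 50%, limit read from the data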;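 also: 0% = DMSO wells and 100% = wells with excess untagged CBFb-SMMHC; inhibitors lower the FRET ratio by blocking Runt binding to CBFb-SMMHC; some results filed as inactive read as strong as hits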
# p47phox inh: inhibitors of human p47phox binding. inhibition, % at 24.7 µM. p47phox/p22phox peptide binding, fluorescence polarization, 2 h. actives 0.53% (n = 220,000). P14598;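 active = inhibition above about 30%, limit read from the data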;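 also: 0% = p47phox with labelled peptide and 100% = labelled peptide alone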
# Target sequence (P14598 whole entry, looked up): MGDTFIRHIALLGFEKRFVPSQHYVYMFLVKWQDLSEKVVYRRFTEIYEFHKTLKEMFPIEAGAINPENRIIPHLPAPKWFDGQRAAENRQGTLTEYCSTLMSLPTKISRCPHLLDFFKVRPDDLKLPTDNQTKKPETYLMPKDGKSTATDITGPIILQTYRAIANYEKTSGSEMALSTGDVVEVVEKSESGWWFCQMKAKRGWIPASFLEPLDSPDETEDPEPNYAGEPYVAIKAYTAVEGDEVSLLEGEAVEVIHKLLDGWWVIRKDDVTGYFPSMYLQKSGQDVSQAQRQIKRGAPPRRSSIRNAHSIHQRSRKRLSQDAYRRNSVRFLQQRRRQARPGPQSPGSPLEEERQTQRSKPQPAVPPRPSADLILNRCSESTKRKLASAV
# Furin inhibitor: inhibitors of human furin | purified furin, fluorogenic substrate cleavage | inhibition, % at 30 µM | actives 0.061% (n = 220,000) | AID 463115; in the data active = inhibition above about 25%; also: inactives centre near -15
# Target sequence (P09958 108-714 limits assumed): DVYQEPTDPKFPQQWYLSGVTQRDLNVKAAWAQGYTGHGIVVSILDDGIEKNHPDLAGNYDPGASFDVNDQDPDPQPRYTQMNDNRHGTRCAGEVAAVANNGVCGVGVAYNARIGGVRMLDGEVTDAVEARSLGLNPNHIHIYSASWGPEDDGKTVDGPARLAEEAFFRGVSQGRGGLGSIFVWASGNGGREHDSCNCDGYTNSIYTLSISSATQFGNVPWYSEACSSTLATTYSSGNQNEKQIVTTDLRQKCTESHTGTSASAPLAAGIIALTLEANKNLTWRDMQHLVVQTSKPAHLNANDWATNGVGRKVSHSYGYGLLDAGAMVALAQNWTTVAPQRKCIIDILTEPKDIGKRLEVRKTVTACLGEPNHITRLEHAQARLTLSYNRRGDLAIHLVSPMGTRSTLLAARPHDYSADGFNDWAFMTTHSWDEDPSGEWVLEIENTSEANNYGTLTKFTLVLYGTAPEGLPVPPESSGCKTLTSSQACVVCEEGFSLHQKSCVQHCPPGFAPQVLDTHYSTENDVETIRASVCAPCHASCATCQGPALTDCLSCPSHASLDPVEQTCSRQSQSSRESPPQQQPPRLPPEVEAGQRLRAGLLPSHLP
# RBBP9 inh: inhibitors of human serine hydrolase RBBP9. AID 1515. recombinant RBBP9, FP-Rh probe fluorescence polarization. O75884. actives 0.2% (n = 220,000). inhibition, % at 7.94 µM;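 active = inhibition above the campaign mean of all tested compounds plus 3 SD, cut at about 14% in these data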;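 also: plate controls were DMSO wells with RBBP9 for no effect and wells lacking RBBP9 protein for full effect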
#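 Material: RBBP9 protein. Amount: RBBP9 at 2.5 µM in dispensed solution, before mixing. Schedule: 30 min then 45 min, 25 °C. Medium: Tris buffer pH 8.0, NaCl, Pluronic. Measured by: fluorescence polarization. Measure: percent inhibition from mP, scaled between DMSO and no-protein wells. Replication: one well per compound.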
# m-calpain inh: blocks pig calpain II enzyme activity. purified calpain II, fluorogenic peptide substrate, 30 min. AID 1236. inhibition, % at 16 µM. actives 0.37% (n = 220,000);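 active = inhibition above about 50%, limit read from the data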
# Runt-CBFb FRET: blocks binding of human RUNX1 Runt domain to CBFb; AID 1496; inhibition, % at 20 µM; Cerulean-Runt/Venus-CBFb FRET ratio 530/480, 1 h; actives 0.46% (n = 220,000); Q01196+Q13951;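 active = inhibition over about 50% at 20 µM in the single-dose screen, limit read from the data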;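 also: 0% = DMSO wells and 100% = excess unlabeled CBFb competitor control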
#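 System: Cerulean-labeled Runt domain protein | Quantity: 100 nM of each labeled protein | Schedule: 1 h compound exposure, room temperature | Detection: Fluorescence energy transfer, 422 nm excitation, 530/480 nm emission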
# EBV gp42 inh: blocks Epstein-Barr virus glycoprotein 42 binding. inhibition, % (tested at 21.74 µM). Q1HVG2. actives 0.42% (n = 220,000). AID 1085. Fluorescence polarization binding assay, mP read-out; in the data active = inhibition above about 50%
# TbHK1 inh: blocks Trypanosoma brucei hexokinase 1 activity; recombinant TbHK1, G6PDH-coupled NADH A340; inhibition, % at 10 µM; actives 0.11% (n = 220,000); AID 1430;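 active = inhibition of 50% or more in the single-dose primary screen; inactive = inhibition below 50%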
# The depositor's hits bear a star; / = no result given; + = active, no number; [ ] = remark or other dose.
1. COC(=O)c1ccc(NC(=O)CN2CCN(c3ccccc3)CC2)cc1
2. CCN(c1ccccc1)S(=O)(=O)c1ccc(N)c(OC)c1
3. CCN1CCN(c2nc3ccccc3nc2C(C#N)S(=O)(=O)c2ccc(C)cc2)CC1 (centres undefined)
4. Cc1[nH]c2ccccc2c1/C=N/NC(=O)c1cccc(F)c1
5. COc1cc(/C=N/N=C2/C(=O)Nc3ccccc32)ccc1O
6. O=C(NN1CCOCC1)c1ccc(Cl)s1
compound no.,1,2,3,4,5,6
p97 ATPase inh,-3,-3,0,3,1,-8
Runt-SMMHC FRET,2,-8,17,-3,-5,-2
p47phox inh,-10,1,-9,1,-39,-6
Furin inhibitor,-8,-16[20 µM],-17[20 µM],-3,-16,8
RBBP9 inh,-3,5,-7,-11,-7,-10
m-calpain inh,-12,3,-16,-18,-7,10
Runt-CBFb FRET,1,-2,1,0,1,0
EBV gp42 inh,-10,-19,-21,-12,12,0
TbHK1 inh,4,-6,-18,-34,11,9

7. COc1ccc(-n2c(-c3cccc(OC)c3)nc(=S)c3c2CCCC3)cc1
8. O=C(CSc1nnc(Cn2nnc3ccccc32)o1)N(Cc1ccc(F)cc1)c1ccccc1
9. CCCN(CC1CC1)C(=O)CCc1nnc(C(OC)c2ccccc2)o1 (centres undefined)
10. CCCCC(=O)Nc1ccc(C(=O)Nc2nnc(COC)s2)cc1
11. COc1ccc(/C=C2/SC(=O)N(CCC(=O)Nc3ccc(S(=O)(=O)Nc4nccs4)cc3)C2=O)cc1
12. O=C(O)C1=C[C@H](c2csc3ccccc23)C[C@H](OCc2ccc(CO)cc2)O1
compound no.,7,8,9,10,11,12
p97 ATPase inh,1,-7,1,4,3,3
Runt-SMMHC FRET,-4,1,3,1,-20,-2
p47phox inh,4,-19,0,-7,-5,/
Furin inhibitor,7[20 µM],-15,-26,-10[20 µM],-7,-23
RBBP9 inh,13,-6,-2,-1,-3,-5
m-calpain inh,21,36,-4,-11,-34,9
Runt-CBFb FRET,0,-2,2,2,-25,0
EBV gp42 inh,-17,-12,-10,-12,4,-8
TbHK1 inh,-51,7,-9,-16,-4,3

13. C=CCn1c(SC(C)C(=O)NCCC2=CCCCC2)nc2ccccc2c1=O (centres undefined)
14. COc1cccc(CNC(=O)CSc2ccc(-c3ccco3)nn2)c1
15. Cc1ccc(NC(=S)NCc2ccccc2Cl)c(C)c1
16. CN1CCCN(C(=O)CC2(CC(=O)O)CCCC2)CC1
17. Cc1ccc(-c2csc(N=C(N)N)n2)c(C)c1
18. COc1ccc(N2CCN(CCNC(=O)c3ccc4c(c3)[nH]c(=S)n3c5ccccc5nc43)CC2)cc1
compound no.,13,14,15,16,17,18
p97 ATPase inh,-4,5,0,8,7,2
Runt-SMMHC FRET,-3,8,-5,-2,-1,0
p47phox inh,1,-5,-16,-1,-8,15
Furin inhibitor,-4[20 µM],-33,-10,-30,-26,-6
RBBP9 inh,-2,-2,-6,2,-2,-4
m-calpain inh,35,-41,11,-2,4,11
Runt-CBFb FRET,-4,14,0,-3,1,5
EBV gp42 inh,0,-14,-13,-18,-9,-15
TbHK1 inh,-1,-1,-1,0,-3,-3

19. CCN1/C(=C/c2ccc3cc(C)ccc3[n+]2C)Sc2ccc3sccc3c21
20. Cc1ccccc1CC1(CO)CCCN(Cc2ccn[nH]2)C1 (centres undefined)
21. COC(=O)C1=NNC2(c3ccc(C)cc3)C(=O)N(c3cccc(C)c3C)C(=O)C12 (centres undefined)
22. Cc1nc(SCC(=O)Nc2ccccc2C(F)(F)F)c2c(=O)n(C)c(=O)n(C)c2n1
23. C/C=C/c1ccc(OCc2cc(=O)n3cc(C)ccc3n2)c(OC)c1
24. O=C1CC(C(F)(F)C(F)(F)C(F)(F)F)=Nc2ccccc2N1
compound no.,19,20,21,22,23,24
p97 ATPase inh,9,4,3,3,1,-1
Runt-SMMHC FRET,/,2,3,/,-2,1
p47phox inh,-243,-4,-14,/,-9,-2
Furin inhibitor,-6,-38,-23,-32[20 µM],-10,-5[20 µM]
RBBP9 inh,-29,-4,4,3,-10,1
m-calpain inh,-73,-28,-6,/,0,18
Runt-CBFb FRET,/,2,-1,/,-3,-3
EBV gp42 inh,+,-14,-6,/,-2,-12
TbHK1 inh,41,1,-5,1,-26,0

25. Brc1ccc(Cn2c(-c3ccc(Br)o3)nc3ccccc32)o1
26. CCOCC(=O)Nc1cc(C(=O)Nc2cccc(C)c2C)ccc1Cl
27. CCn1c(NCc2ccccn2)nc2c1c(=O)n(C)c(=O)n2C
28. Cn1c(=O)n(C)c2cc(S(=O)(=O)NCCc3ccccc3)ccc21
29. COc1ccc(OC)c(C2CC(c3ccc(NS(C)(=O)=O)cc3)=NN2C(=O)c2ccccc2)c1 (centres undefined)
30. Cc1cc(NC(=S)N(CCN2CCOCC2)Cc2ccccc2F)ccc1Cl
compound no.,25,26,27,28,29,30
p97 ATPase inh,-1,2,4,3,2,3
Runt-SMMHC FRET,21,-11,-1,-2,0,1
p47phox inh,-22,-6,-5,-4,-16,-1
Furin inhibitor,-9,-4[20 µM],-8[20 µM],1,-5,-19
RBBP9 inh,-7,-3,3,4,-3,-5
m-calpain inh,24,10,-16,4,-17,9
Runt-CBFb FRET,14,-2,3,0,-4,1
EBV gp42 inh,8,-15,-11,-2,11,-16
TbHK1 inh,-4,3,2,1,-15,-3

31. Cc1ccc2[nH]c3c(N4CCN(Cc5ccc6c(c5)OCO6)CC4)ncnc3c2c1
32. COc1ccc(CCN(C)C(=O)N2CCOCC2)cc1OC
33. NC(=O)c1sc2nc(N3CCCCC3)c3c(c2c1N)CCCC3
34. COc1ccc(Cn2nnc3c(=O)[nH]c(C(=O)NCCc4ccc(F)cc4)nc32)cc1OC
35. COCc1[nH]c(=S)c(C#N)cc1C(=O)OC
36. Cn1c(=O)c2c(nc(Sc3ncnn3CC(=O)N3CCOCC3)n2C)n(C)c1=O
compound no.,31,32,33,34,35,36
p97 ATPase inh,1,4,5,2,5,5
Runt-SMMHC FRET,1,0,-1,1,1,-4
p47phox inh,1,5,-10,-10,1,-7
Furin inhibitor,4,-7,-24,-2,-10,-22
RBBP9 inh,-3,-5,-6,0,1,-5
m-calpain inh,-136,15,-267,-42,-8,-6
Runt-CBFb FRET,-2,-2,1,2,24,2
EBV gp42 inh,-2,2,-6,3,-17,-22
TbHK1 inh,-17,-4,-10,-4,-32,-3

37. COc1cc(C)nc(N2CCC(C(N)=O)CC2)n1
38. COc1cc(/C=C/C(=O)OCC(=O)NCCc2ccccc2)cc(OC)c1OC
39. Cc1sc2nc(NCCO)[nH]c(=O)c2c1C
40. CCN1CCCC1CNCc1ccc(Cl)cc1Cl (centres undefined)
41. COc1cc(OC)cc(C(=O)NCCNC(=O)c2ccco2)c1
42. CC(=O)NC1CCN(C(=O)N2CCCC2)CC1
compound no.,37,38,39,40,41,42
p97 ATPase inh,0,-7,4,4,3,-2
Runt-SMMHC FRET,-2,-1,-1,-1,-6,0
p47phox inh,-1,-7,9,3,-15,-7
Furin inhibitor,-21,-4,-21,-16,-12[20 µM],-11
RBBP9 inh,-3,-1,-8,1,0,-11
m-calpain inh,-4,7,2,16,-16,-7
Runt-CBFb FRET,-1,-26,1,1,-1,-1
EBV gp42 inh,-11,3,4,-1,-8,-8
TbHK1 inh,-5,3,-6,-4,4,5

43. CCOC(=O)C1CCCN(C(=O)CN2C(=O)c3ccccc3C2=O)C1 (centres undefined)
44. O=C(NCc1ccco1)C(C(=O)c1ccc(F)cc1)n1ccccc1=O (centres undefined)
45. COc1ccccc1NC(CC(=O)c1ccccc1)C(=O)OCC(=O)c1ccc(Br)cc1 (centres undefined)
46. C=CCc1cccc2cc(C(=O)NCc3cccnc3)c(=O)oc12
47. CC(=O)Nc1ccc2nc(SCC(=O)Nc3ccc(N4CCOCC4)c(Cl)c3)sc2c1
48. Cc1cc(Nc2ccccc2)n(-c2cccc(Cl)c2)n1
compound no.,43,44,45,46,47,48
p97 ATPase inh,-4,-2,2,2,-1,2
Runt-SMMHC FRET,-3,-8,0,10,6,3
p47phox inh,-15,-8,4,-1,-10,-7
Furin inhibitor,-22,-22,-24,-7,-8,-13[20 µM]
RBBP9 inh,-7,-5,-3,-4,-4,-3
m-calpain inh,-11,-2,10,-19,-1,-31
Runt-CBFb FRET,2,0,2,6,-8,0
EBV gp42 inh,-6,-1,-11,-2,0,5
TbHK1 inh,9,-18,5,-17,1,9

49. CCCCc1c(C)[nH]c(=S)[nH]c1=O
50. Cc1cccc(N2C(=O)c3cccc4c(N(C)CCO)ccc(c34)C2=O)c1
51. COc1ccccc1CC(=O)N1CCN(c2ccccn2)CC1
52. O=C(O)CNC(=O)c1ccc(Sc2ccccc2)c([N+](=O)[O-])c1
53. Cn1c(=O)oc2cc(S(=O)(=O)N3CCC(C(=O)Nc4ccc(OC(F)(F)F)cc4)CC3)ccc21
54. Cc1nnc(NC(=O)C2CCN(S(=O)(=O)c3ccc(Cl)cc3)CC2)s1
compound no.,49,50,51,52,53,54
p97 ATPase inh,5,5,3,2,-4,-5
Runt-SMMHC FRET,-3,-230,-12,0,0,4
p47phox inh,4,-32,0,-8,-12,0
Furin inhibitor,-28,0,-6[20 µM],-11,-27,-18
RBBP9 inh,-5,3,2,-11,2,-5
m-calpain inh,-2,-114,-12,-5,19,20
Runt-CBFb FRET,1,-211,-3,-2,0,-2
EBV gp42 inh,-9,157*,27,4,-9,-1
TbHK1 inh,-7,-3,-2,-5,-8,7

# Nothing new here: an excerpt of the list.
45. COc1ccccc1NC(CC(=O)c1ccccc1)C(=O)OCC(=O)c1ccc(Br)cc1 (centres undefined)
46. C=CCc1cccc2cc(C(=O)NCc3cccnc3)c(=O)oc12
47. CC(=O)Nc1ccc2nc(SCC(=O)Nc3ccc(N4CCOCC4)c(Cl)c3)sc2c1
48. Cc1cc(Nc2ccccc2)n(-c2cccc(Cl)c2)n1
49. CCCCc1c(C)[nH]c(=S)[nH]c1=O
50. Cc1cccc(N2C(=O)c3cccc4c(N(C)CCO)ccc(c34)C2=O)c1
51. COc1ccccc1CC(=O)N1CCN(c2ccccn2)CC1
52. O=C(O)CNC(=O)c1ccc(Sc2ccccc2)c([N+](=O)[O-])c1
compound no.,45,46,47,48,49,50,51,52
p97 ATPase inh,2,2,-1,2,5,5,3,2
Runt-SMMHC FRET,0,10,6,3,-3,-230,-12,0
p47phox inh,4,-1,-10,-7,4,-32,0,-8
Furin inhibitor,-24,-7,-8,-13[20 µM],-28,0,-6[20 µM],-11
RBBP9 inh,-3,-4,-4,-3,-5,3,2,-11
m-calpain inh,10,-19,-1,-31,-2,-114,-12,-5
Runt-CBFb FRET,2,6,-8,0,1,-211,-3,-2
EBV gp42 inh,-11,-2,0,5,-9,157*,27,4
TbHK1 inh,5,-17,1,9,-7,-3,-2,-5

# (more compounds)
55. COCCCNC(=O)c1oc2ccc(S(=O)(=O)N(C)C3CCCCC3)cc2c1C
56. CCOc1ccc(Oc2ccc(Cl)cc2N)cc1
57. Cc1ccc(Nc2nnc(SC/C(O)=C(\C#N)c3nc4ccccc4[nH]3)s2)c(C)c1
58. CCOC(=O)N/N=C\c1ccc(OC(=O)c2ccc3c(c2)OCO3)cc1
59. CC1CCC(NC(=O)C2CCN(S(=O)(=O)c3ccc4nc5c(c(C(=O)O)c4c3)CC(C)CC5)CC2)CC1 (centres undefined)
compound no.,55,56,57,58,59
p97 ATPase inh,-8,1,6,-4,3
Runt-SMMHC FRET,-1,1,33,-1,0
p47phox inh,-1,-6,-56,4,-3
Furin inhibitor,-9,-20,-15,-12,-6
RBBP9 inh,0,-1,2,-10,5
m-calpain inh,5,12,-69,36,-36
Runt-CBFb FRET,-4,-1,17,-4,-2
EBV gp42 inh,1,0,26,-3,-10
TbHK1 inh,-2,3,-8,3,2
